HRP_interference: HRP/luminol detection interference without ALR, dose response, artefact control for ALR inhibitor project, biochemical, luminescence, no ALR or DTT; AC50 in µM for hits, for the others activity change, negative = inhibition, % at the top dose, mostly 10 µM; HRP/H2O2 luminol luminescence counterscreen, no ALR; actives 15% (n = 2,500); AID 540356;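 active = signal-lowering compounds whose fitted half-maximal concentration AC50 is no higher than ten times their top tested concentration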;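 also: 0% = median of neutral control wells and -100% = median of quercitin 100 µM wells; many of its hits are not listed in these tables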
Active calls of the source: *.

SMILES HRP_interference
Cc1cc2c(s1)Nc1ccccc1N=C2N1CCN(C)CC1 -14%

High-throughput results (PubChem BioAssay)

This is a subset; rates above refer to the full screens.
